Screening results: PubChem BioAssay, several laboratories
STK33 inh: blocks human STK33 kinase activity. Q9BYT3. purified STK33, MBP phosphorylation, ADP-Glo luminescence. 320,000 tested, 0.073% active. inhibition, % at 10 µM. AID 2661;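 active = inhibition at or above 25%, using the most active replicate where run in duplicate; inactive = inhibition below 25%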
Target sequence (Q9BYT3 whole entry, looked up): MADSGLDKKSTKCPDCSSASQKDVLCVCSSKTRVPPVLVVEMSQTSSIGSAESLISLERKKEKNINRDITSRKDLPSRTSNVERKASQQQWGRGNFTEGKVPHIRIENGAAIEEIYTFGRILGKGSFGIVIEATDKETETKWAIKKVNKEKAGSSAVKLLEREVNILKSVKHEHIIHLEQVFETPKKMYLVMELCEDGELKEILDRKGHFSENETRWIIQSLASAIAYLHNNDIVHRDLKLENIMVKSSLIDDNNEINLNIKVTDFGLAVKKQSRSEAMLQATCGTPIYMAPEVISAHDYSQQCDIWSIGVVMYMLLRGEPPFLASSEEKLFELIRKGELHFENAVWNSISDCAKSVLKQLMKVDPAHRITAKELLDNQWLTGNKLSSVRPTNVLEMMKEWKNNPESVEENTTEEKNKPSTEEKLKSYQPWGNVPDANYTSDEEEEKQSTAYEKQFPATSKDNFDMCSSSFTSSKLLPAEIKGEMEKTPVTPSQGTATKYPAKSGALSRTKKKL
Kir21 block: inhibitors of mouse Kir2.1 inward-rectifier potassium channel; HEK293-Kir2.1, FluxOR thallium flux fluorescence; active compounds read low; B-score at 10 µM; 310,000 tested, 0.85% active;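 active = fluorescence ratio B-score at or below minus 3 SD of library scores, with starting-brightness B-score within 2 SD, cut at about -4.2 in these data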;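 note: channel flux triggered by added potassium and thallium sulfate stimulus; B-score of peak minus minimum fluorescence over baseline after thallium stimulus; more negative B-score means stronger Kir2.1 block with less thallium influx; some compounds called inactive have numbers as strong as hits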
Target sequence (P35561 whole entry, looked up): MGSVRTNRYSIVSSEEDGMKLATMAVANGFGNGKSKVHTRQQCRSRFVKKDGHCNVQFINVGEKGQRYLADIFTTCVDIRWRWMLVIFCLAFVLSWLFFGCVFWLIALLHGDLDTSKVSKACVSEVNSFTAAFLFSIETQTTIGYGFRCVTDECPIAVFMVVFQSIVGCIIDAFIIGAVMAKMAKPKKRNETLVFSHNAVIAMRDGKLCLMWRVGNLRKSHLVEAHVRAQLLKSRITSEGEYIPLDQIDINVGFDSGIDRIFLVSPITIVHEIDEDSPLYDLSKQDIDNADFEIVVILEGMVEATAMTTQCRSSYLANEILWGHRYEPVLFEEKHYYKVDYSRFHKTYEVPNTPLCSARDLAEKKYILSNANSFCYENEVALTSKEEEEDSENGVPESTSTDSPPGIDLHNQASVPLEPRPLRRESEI
The depositor's hits bear a star; · = not tested or not shown. The order is random; 0.84% or so of the library scored in one or more.

SMILES | STK33 inh | Kir21 block
Cn1c2[n+](c3ccc(Cl)cc3c1=O)Cc1ccccc1-2 | 2.2 | 1.8
O=C1C=CN(Cc2ccccc2)C(c2ccccc2)C1 (stereo not drawn) | -1.4 | ·
Nc1n[nH]c(-c2ccc(F)cc2)n1 | 0.1 | 0.25
CCC(C)C(NC(=O)c1ccccc1NC(=O)c1ccco1)C(=O)NNC(=O)c1ccc(OC)cc1 (stereo not drawn) | -0.5 | 0.09
O=C(Cn1ccccc1=O)NCc1ccc(F)cc1 | -0.4 | -0.65
Cc1ccc(NC(=O)c2cc(=O)c3ccccc3o2)cc1 | -0.8 | 0.51
COC(=O)Nc1sc2c(c1C(N)=O)CCC(C)C2 (stereo not drawn) | 1.2 | -0.08
CC(=O)Oc1ccc(N2C(=O)[C@@H]3[C@H](C2=O)[C@H]2c4ccccc4C=NN2[C@@H]3C(C)=O)cc1 | -0.8 | 0.29
COc1ccc(S(=O)(=O)NC2CCCCCC2)cc1C(N)=O | -0.1 | 0.8
O=C(NCCO)/C(=C\c1cccs1)NC(=O)c1cccs1 | 0.1 | 0.2
CCOC(=O)c1ccc(NC(=O)CCc2nc(-c3ccccc3Cl)no2)cc1 | 1.1 | 0.43
CCC(C)N(C(=O)COC(=O)c1ccccc1SCC(=O)N1CCCC1)C1CCS(=O)(=O)C1 (stereo not drawn) | -1.4 | 0.18
Cc1ccc(S(=O)(=O)O/N=C2/CCCc3occc32)cc1 | -0.5 | -0.04
Cc1ccccc1-c1cc2nc(C)c(Cl)c(=O)n2[nH]1 | -3.1 | -0.45
Cc1ccc(C(=O)N/C(=C\c2ccco2)C(=O)NC2CCS(=O)(=O)C2)cc1 (stereo not drawn) | -0.1 | -0.13
CC(Sc1n[nH]c(N)n1)C(=O)Nc1ccccc1-c1ccccc1 (stereo not drawn) | 0.6 | -1.1
COc1cc(C2/C(=C(\O)c3ccc4c(c3)OCCO4)C(=O)C(=O)N2Cc2ccco2)cc(OC)c1OC (stereo not drawn) | 0.5 | 0.1
COCC(=O)Nc1nnc(CCc2ccccc2)s1 | -1.3 | -0.21
CN(C)CCSc1nnc2[nH]c3ccccc3c2n1 | 0.1 | 2.2
CN(C)S(=O)(=O)Oc1cccc(C(=O)Nc2ccc(Cl)c(Cl)c2)c1 | 0.4 | 1.2
CCn1c(SCC(=O)Nc2nnc(C)s2)nnc1C(C)NC(=O)c1ccccc1 (stereo not drawn) | -0.7 | -0.68
O=C(COc1ccc(Br)cc1F)NC1CCN(Cc2ccccc2)CC1 | 0.0 | -1.8
COCCCN(C(C)=O)c1nc(-c2ccccc2)cs1 | 14 | 1.2
CCN1C(=O)/C(=C2/SC(C)=C(C)N2CC)SC1=S | -0.9 | 0.28
O=C1N(CCCCN2C(=O)C3(OCCO3)c3ccccc32)c2ccccc2C12OCCO2 | 0.2 | 0.44
COc1ccc(CCn2c(N)c(S(=O)(=O)c3cccs3)c3nc4ccccc4nc32)cc1OC | 0.3 | -0.28
COc1ccc(Cn2c(-c3ccco3)nc3c(c(=O)c4ccccc4n3C)c2=O)cc1 | 1.0 | -2
Cc1ccccc1Nc1c(-c2ccccc2)nc2ncccn12 | -0.9 | -0.67
CCOc1ncccc1C(=O)NCCCSc1ccccc1 | 0.5 | 2.1
CC(=O)/C(N=Nc1ccc2c(c1)OCO2)=C(\C)O | 1.5 | 0.57
O=c1cc([O-])[n+]2c3n1CCCN3CCC2 | 0.1 | 1.1
CC1=CC(=O)CC(C)(C)C1(O)/C=C/C(C)=C/C(=O)O (stereo not drawn) | 1.4 | 1.2
CC(=O)N1CCN(S(=O)(=O)c2cccc(C(=O)Nc3ccccc3N3CCCC3)c2)CC1 | 0.3 | -0.25
O=[N+]([O-])c1ccc(N2CCCCC2)cc1SCCO | -0.9 | 2.1
Cc1ccc(S/C(=N\S(=O)(=O)c2ccc(Cl)cc2)c2ccccc2)cc1 | -0.3 | 1
Cc1cc(C)cc(OCC(=O)NC2CCCc3ccccc32)c1 (stereo not drawn) | · | -0.07
COc1ccc(-c2nnc(SCc3csc(N)n3)n2C)cc1 | -1.2 | 0
Cc1ccc(S(=O)(=O)NC(=O)COc2ccc([N+](=O)[O-])cc2)cc1 | -0.6 | 0.35
Fc1ccc(-c2[nH]ncc2CN(CC2CCC2)CC2CCCO2)c(F)c1 (stereo not drawn) | -1.0 | -1.1
CCOC(=O)C1=NN(c2ccc(C)cc2)C2(S1)SC(C(C)=O)=C(C)N2c1ccccc1 (stereo not drawn) | -1.0 | 0.63
O=C(O)c1nn(CC(=O)N(C2CCCCC2)C2CCCCC2)c(=O)c2ccccc12 | -2.3 | -0.8
CC1CCN(S(=O)(=O)c2ccc(C(=O)NC3CCS(=O)(=O)C3)cc2)CC1 (stereo not drawn) | -0.6 | -1.2
Cc1ccc2nc(SCC(=O)Nc3ccc(Br)cc3)nc(=O)n2c1 | 3.1 | -1.7
CC(=O)c1cccc(NC(=O)Nc2ccccc2)c1 | -0.2 | 0.18
Cn1cc(S(=O)(=O)NC2CCCC2)c(=O)n(C)c1=O | -2.1 | 2.4
O=C(Nc1cccc(S(=O)(=O)N2CCOCC2)c1)c1cnccn1 | -0.1 | 1.8
CCS(=O)(=O)N1CCN(c2ccc([N+](=O)[O-])c(NCC3CCCO3)c2)CC1 (stereo not drawn) | -0.7 | 0.52
Cc1cc(C)c2c(C)[nH]nc2n1 | 3.0 | -1.9
COc1ccc(N2C(=O)CC(NCc3cccc(F)c3)C2=O)cc1 (stereo not drawn) | -0.4 | 0.2
COc1cccc(NC2c3ccccc3C(=O)N2Cc2ccco2)c1 (stereo not drawn) | -1.6 | 1.4
Next records.
SMILES | STK33 inh | Kir21 block
Cc1cccn2c(=O)c(C(=O)NCCCN3CCCCC3C)c(O)nc12 (stereo not drawn) | 0.8 | -0.45
CC(C)c1ccc(NC(=O)N(CCc2nc3ccccc3[nH]2)C2CCCC2)cc1 | -2.5 | 1.5
Cc1ccc(NNC(=O)CCc2ccccc2)c(C)c1 | -0.6 | 0.78
CCCN1c2cccc3cccc(c23)S1(=O)=O | -0.6 | -0.04
CCC(C)N(C(=O)COC(=O)CN=C1NS(=O)(=O)c2ccccc21)C1CCS(=O)(=O)C1 (stereo not drawn) | -2.1 | ·
CC(C)Nc1c(N)c(=O)oc2ccccc12 | 0.1 | 1.5
CC1(C)CC(=O)N(CC(=O)N2CCN(c3ncccn3)CC2)c2ccccc2S1(=O)=O | -2.8 | ·
CC(=O)c1nn(-c2ccc(C)cc2)cc1C(=O)c1cccc(Br)c1 | -2.3 | 0.6
COC(=O)CN(c1ccc(F)cc1)S(=O)(=O)c1ccccc1 | -0.6 | -3.6
CCOc1ccc(C(=O)NC2CCN(C(=O)N3CCCC3)CC2)cc1 | -0.9 | 1.3

Of the compounds above, these have fluorine:
SMILES | STK33 inh | Kir21 block
Nc1n[nH]c(-c2ccc(F)cc2)n1 | 0.1 | 0.25
O=C(Cn1ccccc1=O)NCc1ccc(F)cc1 | -0.4 | -0.65
O=C(COc1ccc(Br)cc1F)NC1CCN(Cc2ccccc2)CC1 | 0.0 | -1.8
Fc1ccc(-c2[nH]ncc2CN(CC2CCC2)CC2CCCO2)c(F)c1 (stereo not drawn) | -1.0 | -1.1
COc1ccc(N2C(=O)CC(NCc3cccc(F)c3)C2=O)cc1 (stereo not drawn) | -0.4 | 0.2
COC(=O)CN(c1ccc(F)cc1)S(=O)(=O)c1ccccc1 | -0.6 | -3.6

Later entries.
SMILES | STK33 inh | Kir21 block
O=C1NC(Cc2ccccc2)c2nc3cc(F)ccc3c(=O)n2-c2cc(Cl)ccc21 (stereo not drawn) | 0.4 | ·
Cc1ccccc1/C(N)=N/OC(=O)N1c2ccccc2Sc2ccccc21 | 0.1 | -0.19
C[C@H](CO)N1C[C@H](C)[C@@H](CN(C)S(C)(=O)=O)Oc2ccc(NC(=O)c3ccncc3)cc2C1=O | 0.0 | ·
Cc1cc(C)nc(NC(=O)C(C)N2C(=O)c3ccccc3C2=O)n1 (stereo not drawn) | -0.5 | -0.15
COc1cccc(C(=O)COc2ccc3c(C)cc(=O)oc3c2)c1 | -1.9 | 0.07
O=C(NCCN1CCOCC1)C1CCN(S(=O)(=O)N2CCCC2)CC1 | -1.0 | 0.72
Cc1nc2ccccc2nc1OCC(=O)Nc1ccc(F)cc1 | -0.8 | 0.33
CCn1c(=O)c(C(=O)NCc2cccnc2)c(O)c2ccccc21 | · | 0.19
COC(=O)C1(NC(=O)NC2CCCCC2)CCCCC1 | -5.5 | -0.17
CC(=O)c1cccc(N2C(=O)CC(N3CCN(S(=O)(=O)c4ccccc4F)CC3)C2=O)c1 (stereo not drawn) | -1.5 | ·
O=C(N/N=C1\CCc2ccccc21)c1ccc(O)cc1 | -1.0 | 0.27
Cc1ccc(Nc2nc(N)nc(CN3CCN(C(=O)c4ccco4)CC3)n2)cc1Cl | -0.1 | -3.5
COc1ccc(CNC(=O)COc2cccnc2[N+](=O)[O-])cc1OC | 3.3 | 0.04
Cc1cc(C)cc(-c2nnc(SCC(=O)N3CCN(C(=O)c4ccco4)CC3)o2)c1 | -0.5 | 0.16
O=C(NCCc1ccccc1)C(=O)NCC1CCCO1 (stereo not drawn) | 0.1 | -0.07
COc1ccc(CCNS(=O)(=O)c2cccc3cccnc23)cc1OC | -0.6 | -2.4
COc1cc(CNCCCN2CCOCC2)cc(Br)c1OCC(=O)N1CCCCC1 | -0.4 | 0.08
CN(C)c1ccc(C(=O)NC2(N3CCC3=O)CCCC2)cc1 | 0.1 | 0.93
COc1ccc(-c2ccc([C@H]3[C@@H]4C=CCC[C@@]4(C)C(=O)N3Cc3ccccc3)c(F)c2)cc1 | -0.4 | -0.11
Cc1cccc(Nc2nc(N)nc(CSC(=S)N3CCOCC3)n2)c1 | -1.1 | 1.6
CCOc1ccc(-c2cc3nc(C4CCN(C(=O)OC(C)(C)C)CC4)c(C(=O)O)cn3n2)cc1 | -0.7 | -0.46
CCOC(=O)CSC1=N/C(=C\c2cc(OC)c(OC)c(OC)c2)C(=O)N1C | -0.4 | 0.79
CCOC(=O)N1CCC(n2c(SCC(=O)NCCc3ccc(S(N)(=O)=O)cc3)nc3ccccc3c2=O)CC1 | -1.9 | 0.93
O=C(O)c1ccc(Oc2ccc(C(F)(F)F)cn2)cc1 | -1.7 | -0.41
NC(Cc1ccccc1)C(O)(c1ccccc1)c1ccccc1 (stereo not drawn) | -1.4 | -2.4
CN(Cc1ccccc1)C(=O)C1CCCN(c2ncnc3c2nc2n3CCCCC2)C1 (stereo not drawn) | -0.5 | -0.45
O=C(c1ccc(F)cc1)C1CCN(C(=O)NC2CCCCC2)CC1 | 0.0 | 0.43
COCCNC(=O)CCCn1c(=O)c2cc(OC)c(OC)cc2n(CC(=O)Nc2ccccc2OC)c1=O | -0.1 | -2.3
Cc1nn(C)c(C)c1Nc1ccc(N2C(=O)C3C4C=CC(C4)C3C2=O)cc1[N+](=O)[O-] (stereo not drawn) | -1.9 | -1.5
Cc1nc(Nc2nc3ccccc3o2)nc2c1CCC2 | -5.0 | 1.2
Cc1cc(C)n(CC(=O)c2ccc(Cl)cc2)n1 | 0.4 | 1.1
CCOc1ccc(CCN2CN(C3CCCCC3)CNC2=S)cc1OCC | -1.7 | 0.71
CCOc1ccc(N(CC(=O)N2CCN(Cc3ccccc3)CC2)S(C)(=O)=O)cc1 | -0.3 | -0.01
Cc1ccc(NC(=O)Cn2nc(C)cc2C)cc1 | -1.6 | -0.83
COc1cc(CN2CCc3ccc(NC(=O)CCc4ccccc4OC)cc3C2)ccc1O | 0.7 | -0.73
CCOC(=O)c1nc(N)c(=O)n(-c2ccc(C)cc2)n1 | 0.0 | 0.76
CCOC(=O)N1CCC(NC(=O)C2CCN(c3nc(-c4ccc(OC)cc4)no3)CC2)CC1 | 1.4 | -0.76
Cc1cccc(NC(=O)C2CCCN(C(=O)NC3CCCCC3)C2)c1C (stereo not drawn) | -1.4 | 1.2
Cc1nc2sc(C(c3ccccc3)N3CCC(O)CC3)c(O)n2n1 (stereo not drawn) | -0.9 | 0.52
COc1cc(NC(=O)CN2C(=O)NC3(CCOc4ccccc43)C2=O)cc(OC)c1 (stereo not drawn) | 6.8 | ·
O=C(/C=C/c1ccccc1)NCC(=O)N/N=C/c1cccs1 | 0.3 | 1
Nc1nc(CSC(=S)N2CCOCC2)nc(Nc2ccc(F)cc2)n1 | -2.5 | 0.23
CCNc1nc(NC(C)C)nc(N(C#N)Cc2ccccc2)n1 | 1.5 | -0.62
O=C1[C@@H]2Cc3c([nH]c4ccccc34)C(c3cccc([N+](=O)[O-])c3)N2C(=O)CN1C1CCN(Cc2ccccc2)CC1 (stereo partly drawn) | 0.5 | -1.3
O=C1c2ccccc2NC(c2ccco2)N1NS(=O)(=O)c1ccccc1 (stereo not drawn) | 0.0 | 0.64
O=C(O)c1cc(N/N=C/C=C/c2ccccc2[N+](=O)[O-])ccc1Cl | -1.8 | 0.93

Shown field by field: part of the list above.
Cc1ccc(NC(=O)Cn2nc(C)cc2C)cc1
- STK33 inh: -1.6
- Kir21 block: -0.83

CC1=CC(=O)CC(C)(C)C1(O)/C=C/C(C)=C/C(=O)O (stereo not drawn)
- STK33 inh: 1.4
- Kir21 block: 1.2

CCn1c(=O)c(C(=O)NCc2cccnc2)c(O)c2ccccc21
- STK33 inh: ·
- Kir21 block: 0.19

CC1CCN(S(=O)(=O)c2ccc(C(=O)NC3CCS(=O)(=O)C3)cc2)CC1 (stereo not drawn)
- STK33 inh: -0.6
- Kir21 block: -1.2
